High-throughput results: PubChem, several laboratories
HIF-2a inh – HIF-2a inhibition; 786-0 RCC cells HIF-2a reporter, luciferase luminescence, overnight; inhibition, % at 18.8 µM; 360,000 compounds, 0.72% hits;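 active means inhibition of the luminescence signal of 40% or more relative to plate controls, in a single-dose primary screen at 18.75 µM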
aDG glyco act – increases alpha dystroglycan glycosylation; Pro5-aDG cells, alpha-DG glycosylation AlphaScreen (IIH6); 0% Pro5, 100% B10-LARGE cell signal; activation, % at 10 µM; 360,000 compounds, 0.22% hits; AID 624168;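 active means activation of at least 8% versus controls, or a plate z-score of at least 8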;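 further: Pro5 are CHO cells carrying HIG-tagged alpha-DG that lacks glycosylation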
Peg3 promoter – inhibitors of Peg3 promoter | HeLa PEG-Prom luciferase reporter, luminescence, overnight | inhibition, % at 20 µM | 360,000 compounds, 1.7% hits;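 active means inhibition of at least 50% at 20 µM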
TWEAK-Fn14 inh – inhibitors of TWEAK-Fn14 interaction signaling; TWEAK-stimulated Fn14 reporter cells, luciferase luminescence, 8 h; inhibition, % at 10 µM; 360,000 compounds, 2% hits; AID 1159606; in the data active means inhibition above about 50%
Shn3 3UTR inh – Schnurri-3 reporter inhibition in Clone20 osteoblasts | inhibition, % at 12.5 µM | 360,000 compounds, 0.52% hits | AID 588674 | Clone20 osteoblast Shn3 3'UTR firefly luciferase, 24 h;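 active means mean inhibition of at least 75% with every replicate also reaching 75%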;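 further: 0% = median of neutral control wells and 100% = pilot-screen positive control compound; some compounds past the cut are filed as inactive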
KKLEB cytotox – counter-screen for CF NF-kB inhibitors: cytotoxicity. 360,000 compounds, 0.36% hits. AID 602141. activity change (cytotoxicity), % at 5 µM. KKLEB CF airway cells viability, ATPlite luminescence, overnight; active compounds read low; cells stimulated with P. aeruginosa culture filtrate;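 active means corrected activity change at or below -50% at 5 µM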
TRPM1 prom inh – reduces MITF-dependent TRPM1 promoter luciferase signal; SK-MEL-5 TRPM1 promoter luciferase, 24 h; inhibition, % at 12.5 µM; 330,000 compounds, 0.83% hits;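 active means mean inhibition across replicates of 60% or more, whatever share of single replicates reaches that level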; further: values of inactives mirror those of a sister screen read the other way
iPSC survival up – increases survival of single human iPS cells; survival enhancement, % at 20 µM; AID 602274; 360,000 compounds, 0.044% hits; hiPSC single-cell survival, ATPlite luminescence; 100% = ROCK inhibitor wells, 0% = DMSO; in the data active means survival enhancement above about 18%;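 further: cells exposed to compounds for 16 hours before the ATP read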
CF NFkB inh – blocks PAF-induced NF-kB reporter in cystic fibrosis cells. KKLEB NF-kB-GFP reporter, GFP fluorescence overnight. inhibition, % at 5 µM. 360,000 compounds, 0.86% hits. AID 588850;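 active means at least 50% inhibition at 5 µM, scaled per plate between neutral and stimulator controls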;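 further: PAF is a Pseudomonas aeruginosa culture filtrate used as stimulus; plate controls were PAF-stimulated DMSO wells for no effect and unstimulated DMSO wells for full effect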
NR2E3 ag-1 – agonists of human NR2E3 nuclear receptor; Q9Y5X4; AID 602229; CHO-S Gal4-NCOR/VP16-NR2E3 two-hybrid, luciferase; 360,000 compounds, 0.35% hits; inhibition of corepressor binding, % at 3.98 µM;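 active means inhibition above the mean of all tested compounds plus 3 SD, cut at about 70% in these data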;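 further: 0% = DMSO with NR2E3 transfected cells and 100% = cells lacking NR2E3 construct; higher means lower luciferase signal from less NR2E3 corepressor binding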
Target sequence (Q9Y5X4 whole entry, looked up, the tested form may be a part): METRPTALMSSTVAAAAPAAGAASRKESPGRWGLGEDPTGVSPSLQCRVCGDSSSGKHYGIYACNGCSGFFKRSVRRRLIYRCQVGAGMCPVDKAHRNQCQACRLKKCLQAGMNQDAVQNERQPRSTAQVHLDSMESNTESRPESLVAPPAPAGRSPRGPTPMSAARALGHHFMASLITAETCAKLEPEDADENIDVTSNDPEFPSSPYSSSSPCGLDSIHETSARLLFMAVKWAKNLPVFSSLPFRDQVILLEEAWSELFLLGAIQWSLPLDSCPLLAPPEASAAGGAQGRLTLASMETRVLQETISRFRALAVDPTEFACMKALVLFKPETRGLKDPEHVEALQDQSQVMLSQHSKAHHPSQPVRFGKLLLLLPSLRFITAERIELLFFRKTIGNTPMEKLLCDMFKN
NR2E3 ag-2 – activates human photoreceptor nuclear receptor NR2E3; Q9Y5X4; GST-NR2E3/biotin-RetCOR TR-FRET, 1536-well; inhibition of corepressor binding, % at 4.78 µM; 320,000 compounds, 0.12% hits; AID 2300;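 active means percent inhibition above the cutoff of mean plus 3 SD of all tested compounds, set per screening campaign, cut at about 20% in these data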;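 further: 0% = DMSO wells and 100% = biotin wells as full block of FRET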
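Assay system: NR2E3–RetCOR corepressor complex. Quantity: 1.35 nM GST-NR2E3. Buffer or medium: pH 7.5 Tris-based buffer. Reagent: biotinylated RetCOR corepressor at 7 nM final. Schedule: 5 h at 4 °C. Detection: TR-FRET, emission read at 617 and 671 nm. Replicates: one well per compound, singlicate testing.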
* marks the source's active call; other numbers are inactive results; . = not tested or not shown.

| nr | smiles | HIF-2a inh | aDG glyco act | Peg3 promoter | TWEAK-Fn14 inh | Shn3 3UTR inh | KKLEB cytotox |
| --- | --- | --- | --- | --- | --- | --- | --- |
| 1 | COc1ccc(OC)c(N/C(C)=C/C(=O)c2ccc(Br)cc2)c1 | -164 | -0.1 | -105 | -14 | -19 | 5 |
| 2 | COc1ccc2oc(C(=O)OCC(=O)N3CC(C)CC(C)C3)c(C)c2c1 (centres undefined) | 4 | -0.1 | 18 | -14 | 5 | -22 |
| 3 | O=S(=O)(c1cccc(-n2cnnn2)c1)N1CCOCC1 | -4 | -0.1 | -9 | 0 | -10 | -2 |
| 4 | O=C(Nc1ccccc1C(=O)Nc1ccccn1)c1cccc([N+](=O)[O-])c1 | -8 | -0.1 | 24 | 2 | -10 | -2 |
| 5 | Cc1ccc(S(=O)(=O)c2c(N)n(-c3ccccc3)c3nc4ccccc4nc23)cc1 | 25 | 0.0 | 18 | 6 | 10 | -24 |
| 6 | CC(=O)c1ccc(S(=O)(=O)N2CCN(CCOc3ccc(Br)cc3)CC2)cc1 | -8 | 0.6 | 18 | 33 | 72 | -15 |
| 7 | CN(Cc1ccccc1)C(=O)COc1ccc(-c2nnco2)cc1 | 10 | -0.1 | 12 | -6 | 3 | -4 |
| 8 | COc1ccccc1NS(=O)(=O)c1cccc(C(=O)NCc2ccncc2)c1 | 7 | 0.1 | 14 | 14 | -3 | -4 |
| 9 | CN(C(=O)COC(=O)c1cccnc1Nc1ccccc1F)C1CCS(=O)(=O)C1 (centres undefined) | -60 | -0.3 | -52 | 1 | -33 | 8 |
| 10 | Cc1ccc2cc(-c3noc(C4CCCCC4)n3)c(=O)[nH]c2c1 | -81 | -0.3 | -6 | -11 | -14 | -15 |
| 11 | C[C@@H]1O[C@@H](Oc2c(-c3cc(O)c(O)c(O)c3)oc3cc(O)cc(O)c3c2=O)[C@H](O)[C@H](O)[C@H]1O | 11 | 0.3 | 8 | 2 | 6 | 4 |
| 12 | O=C(c1cc(C2CC2)on1)N1CCN(c2ccc(F)cc2)CC1 | -30 | 0.4 | 5 | 0 | -31 | -10 |
| 13 | Clc1ccc(C2=NOC(c3nnc(-c4ccccc4)o3)C2)cc1 (centres undefined) | -19 | -0.3 | -22 | 4 | 16 | 2 |
| 14 | CCOc1ccc(Br)cc1S(=O)(=O)Nc1cccc(S(=O)(=O)N(CC)CC)c1 | 13 | -0.1 | 19 | 6 | 8 | 1 |
| 15 | COc1ccc(OC)c(N(CC(=O)NCc2ccccn2)S(C)(=O)=O)c1 | 9 | 0.6 | 15 | 3 | 5 | 0 |

| nr | TRPM1 prom inh | iPSC survival up | CF NFkB inh | NR2E3 ag-1 | NR2E3 ag-2 |
| --- | --- | --- | --- | --- | --- |
| 1 | -28 | 0.0 | -21 | -22 | -2 |
| 2 | 5 | 0.7 | 30 | 14 | -3 |
| 3 | 16 | 0.6 | 5 | -21 | 5 |
| 4 | -1 | 0.2 | 5 | 8 | 0 |
| 5 | 6 | 0.8 | 21 | -2 | 0 |
| 6 | 2 | -0.4 | 15 | 29 | -2 |
| 7 | 4 | 2.4 | -14 | -9 | 0 |
| 8 | -5 | 0.0 | -29 | 26 | 1 |
| 9 | -11 | -0.6 | 4 | -1 | -1 |
| 10 | . | 0.8 | 1 | 12 | 3 |
| 11 | 1 | -0.1 | 15 | -51 | -2 |
| 12 | . | 3.8 | 23 | 13 | -2 |
| 13 | 0 | -2.9 | 4 | 9 | 3 |
| 14 | -4 | -1.4 | 2 | -39 | 1 |
| 15 | 2 | 4.7 | 1 | -23 | 2 |

Carrying on.
| nr | smiles | HIF-2a inh | aDG glyco act | Peg3 promoter | TWEAK-Fn14 inh | Shn3 3UTR inh | KKLEB cytotox |
| --- | --- | --- | --- | --- | --- | --- | --- |
| 16 | CC1CCCCN1CCCNc1ccc(C(CC(N)=O)NC(=O)c2ccccc2)cc1[N+](=O)[O-] (centres undefined) | 15 | -0.2 | -7 | 1 | -1 | 4 |
| 17 | COc1ccc(C2=Nn3c(nnc3-c3ccncc3)SC2)cc1OC | 27 | 0.1 | 35 | -2 | 1 | -26 |
| 18 | O=C(CCSc1ccccc1)NCC1CCCO1 (centres undefined) | -54 | 0.0 | -155 | 0 | -84 | -4 |
| 19 | COc1ccc2nc(C)cc(SCC(=O)Nc3c(C)cc(C)cc3C)c2c1 | -5 | 0.4 | -2 | -5 | -8 | -6 |
| 20 | CC(C)(C)c1ccc(OCc2ccc(C(=O)N/N=C/c3ccc(O)c(O)c3)cc2)cc1 | -11 | 0.3 | -89 | 43 | 81 | 5 |
| 21 | Cc1ccn2c(CC(C)(C)C)c(-c3ccc(F)cc3)nc2c1 | -283 | 0.3 | -443 | -2 | -22 | -3 |
| 22 | c1ccc(N2CCN(c3ccc4nncn4n3)CC2)nc1 | -1 | 0.4 | 4 | -3 | 14 | 8 |
| 23 | O=C(C1=C[C@H](c2ccc(C(F)(F)F)cc2)C[C@H](OCCCCO)O1)N1CCN(Cc2ccc3c(c2)OCO3)CC1 | 21 | 1.0 | 14 | -1 | 8 | -6 |
| 24 | CCN(C(=O)CSc1nnc2nc(C)cc(C)n12)c1ccccc1 | 7 | 0.0 | 4 | -12 | -40 | 7 |
| 25 | CCCC(=O)C1=C(N(C)c2ccccc2)CC(C)(C)CC1=O | 14 | -0.1 | 1 | -1 | -17 | -21 |
| 26 | CCOCC(=O)Nc1cc(OC)c(Cl)cc1OC | -4 | 0.0 | -6 | 8 | -13 | -1 |
| 27 | CCCCn1nc(C(=O)Nc2cccc(C(=O)NC3CC3)c2)c2ccccc2c1=O | -51 | -0.3 | 28 | -3 | 5 | 1 |
| 28 | C/C(=N\NC(=O)CSc1nc(C)cc(C)n1)c1cccs1 | 14 | -0.2 | 0 | -3 | 3 | 2 |
| 29 | CCCCCC(=O)N1C[C@H](O)[C@@H](n2cc(C3CC3)nn2)C[C@@H]1c1ccc(C)cc1 | 16 | 0.0 | 2 | 0 | -7 | -1 |
| 30 | COc1cccc(N2C(=NC(=O)COc3ccccc3)SC3CS(=O)(=O)CC32)c1 (centres undefined) | 12 | 0.0 | -5 | -9 | 4 | 2 |

| nr | TRPM1 prom inh | iPSC survival up | CF NFkB inh | NR2E3 ag-1 | NR2E3 ag-2 |
| --- | --- | --- | --- | --- | --- |
| 16 | 0 | 0.7 | -8 | 3 | -1 |
| 17 | -60 | -2.0 | 31 | 16 | 3 |
| 18 | -13 | -2.3 | 2 | -9 | 2 |
| 19 | -6 | -0.6 | -8 | -17 | 36* |
| 20 | 3 | -0.4 | -8 | -126 | -4 |
| 21 | . | -1.6 | 8 | -118 | . |
| 22 | -10 | 0.6 | 5 | -26 | 1 |
| 23 | -6 | 1.5 | 6 | 19 | 7 |
| 24 | 2 | -0.1 | 4 | 4 | 5 |
| 25 | -2 | -0.4 | 9 | -10 | -3 |
| 26 | -9 | -0.4 | -7 | 4 | -2 |
| 27 | -8 | 0.5 | -8 | -8 | 4 |
| 28 | -1 | -2.1 | -5 | -5 | -1 |
| 29 | . | -1.1 | 17 | -30 | . |
| 30 | 1 | -0.5 | 9 | -13 | 1 |

Next part.
| nr | smiles | HIF-2a inh | aDG glyco act | Peg3 promoter | TWEAK-Fn14 inh | Shn3 3UTR inh | KKLEB cytotox |
| --- | --- | --- | --- | --- | --- | --- | --- |
| 31 | COc1ccc(N(CC(=O)Nc2cc(OC)ccc2OC)S(=O)(=O)c2c(C)noc2C)cc1 | 9 | -0.6 | 29 | -1 | 19 | -23 |
| 32 | COc1ccc(/C=C/C(=O)c2ccccc2O)cc1CN1CCOCC1 | 9 | -0.4 | 3 | 36 | 8 | -12 |
| 33 | S=C(NCCc1ccccc1)Nc1cccc2cnccc12 | -30 | 9.0* | -19 | 40 | 89* | 6 |
| 34 | CCOC(=O)c1sc(=NC(=O)c2ccc(OC(C)C)cc2)n(C)c1C | -20 | -0.2 | -3 | -5 | -21 | -4 |
| 35 | O=C(NCCS(=O)(=O)N1CCC2(CC1)OCCO2)c1ccc(F)cc1 | 8 | 0.1 | 7 | 2 | 1 | -16 |
| 36 | Cc1ccc(N/C(N)=N/c2nc3c(c(=O)[nH]2)CCCC3)c(C)c1 | -7 | -0.1 | 18 | 19 | 9 | -5 |
| 37 | S=C1NC2(CCCC2)Nc2ccccc21 | -71 | 0.5 | 12 | -7 | 16 | 2 |
| 38 | Cc1c(CBr)[n+](=O)c2c(n1[O-])C(Br)CCC2Br (centres undefined) | 10 | 0.1 | 25 | -6 | -8 | -4 |
| 39 | CC(C)C[C@H](NC(=O)N1CCn2c1nc1ccccc12)C(=O)NCc1ccco1 | 9 | 0.4 | 9 | 14 | 15 | 3 |
| 40 | COc1ccc(OC)c2nc(-c3ccncc3)ccc12 | -43 | 0.1 | -27 | 4 | -13 | 2 |
| 41 | O=C1NC[C@H](Cc2ccccc2)N(C[C@H]2CCCN2C[C@H](Cc2ccccc2)N2C[C@H](Cc3ccccc3)N(CCc3ccccc3)C(=O)C2=O)C1=O | 2 | -0.1 | 10 | 11 | 0 | 2 |
| 42 | CCOC(=O)C1CCCN(Cc2cc(=O)oc3cc(C)c(C)cc23)C1 (centres undefined) | -65 | 1.0 | -27 | 0 | 19 | -1 |
| 43 | Cc1cccc(NC(=S)NCCCN2CCOCC2)c1 | 2 | 0.1 | 1 | 12 | 11 | 1 |
| 44 | O=C(CSc1n[nH]c(-c2ccc(S(=O)(=O)N3CCCCC3)cc2)n1)Nc1nccs1 | -7 | 0.0 | 18 | 17 | -9 | -20 |
| 45 | S=c1[nH]nc(COc2ccccc2)n1Cc1ccccc1 | 13 | 0.0 | 4 | 3 | 18 | 16 |

| nr | TRPM1 prom inh | iPSC survival up | CF NFkB inh | NR2E3 ag-1 | NR2E3 ag-2 |
| --- | --- | --- | --- | --- | --- |
| 31 | -2 | -0.5 | 17 | -9 | 1 |
| 32 | 6 | -3.3 | 8 | -12 | -1 |
| 33 | 23 | -0.4 | 4 | 74* | 1 |
| 34 | 27 | 1.2 | -24 | -30 | -1 |
| 35 | -1 | -0.4 | 17 | 23 | -8 |
| 36 | 8 | 2.2 | 9 | 1 | 1 |
| 37 | 10 | 0.4 | -3 | -38 | 2 |
| 38 | 8 | 0.4 | 1 | 6 | 2 |
| 39 | 11 | -0.3 | 1 | 6 | -3 |
| 40 | -11 | -0.8 | -7 | -31 | 2 |
| 41 | -3 | 1.4 | -15 | -9 | . |
| 42 | -7 | 0.5 | 0 | -11 | 2 |
| 43 | 7 | 0.8 | 8 | -14 | 0 |
| 44 | 2 | -0.5 | -1 | -24 | -3 |
| 45 | -1 | 7.3 | 1 | -26 | 1 |

Not a hit list; about 4.4% have a hit in one of these screens.
